All columns: NCI-60 one-dose screen, growth in % after 48 h at 10 µM unless noted; 100 = growth as untreated, 0 = no growth, -100 = all killed.
PC-3 = PC-3 prostate cancer cells; 80,000 tested, 3.9% active; AID 1794754
786-0 = 786-0 renal cancer cells; 81,000 tested, 5.1% active; AID 1794775
SF-539 = SF-539 CNS cancer. AID 1794752. 81,000 tested, 6.8% active
SN12C = SN12C renal cancer cells. 81,000 tested, 3.8% active. AID 1794767
U251 = U251 CNS tumor cells. 80,000 tested, 5.4% active
DU-145 = DU-145 prostate cancer; 81,000 tested, 4.2% active; AID 1794760
SF-268 = SF-268 CNS cancer cells; 82,000 tested, 3.1% active
SF-295 = SF-295 CNS cancer cells; 79,000 tested, 5.6% active; AID 1794758
UO-31 = UO-31 renal cancer; AID 1794768; 81,000 tested, 5.2% active
The depositor's hits bear a star; · = not tested or not shown. The calls were made as follows: active = growth percent below 10; inactive = the rest.

No.	Molecule	PC-3	786-0	SF-539	SN12C	U251
1	CCN(CC)CCCNc1c2ccc(Cl)cc2nc2ccc(OC)cc12	-35*	10.0*	-66*	11	-15*
2	O=C(Nc1ccc2c(ccn2C(=O)c2cccc(F)c2)c1)NC1CCCCC1	86	98	80	86	99
3	O=c1c2ccccc2nc2ccc(Cl)nn12	101	·	104	101	105
4	Cc1cc(C)cc(C(=O)c2cc(Cl)ccc2OCCn2c(=O)ccn(CCOc3ccccc3)c2=O)c1	32	74	79	76	64
5	N#CC1=C(/N=C/c2ccccc2)Oc2c(ccc3ccccc23)C1c1ccccc1Cl (stereo unspecified)	74	102	94	96	98
6	C1=C\COCc2cc(ccc2OCCN2CCCC2)Nc2nccc(n2)-c2cccc(c2)COC/1	0.9*	1.5*	-84*	-27*	-23*
7	Cc1nnc2c3nnc(-c4ccc(Cl)cc4)n3c3ccccc3n12	92	97	92	98	100
8	N#Cc1c(-c2ccc(Cl)cc2)nc(SCc2ccc(F)cc2)nc1N1CCOCC1	77	82	97	98	93
9	CC1=NCCC2NC(=O)NC(C)=C12 (stereo unspecified)	95	97	111	99	97
10	CC1=C2[C@@H](CC1=O)[C@](C)(O)CC[C@@H]1[C@@H](CN(C)C)C(=O)O[C@@H]21	86	103	101	97	95

No.	DU-145	SF-268	SF-295	UO-31
1	5.1*	-10*	-22*	-69*
2	95	90	78	90
3	114	99	126	93
4	80	60	48	32
5	107	83	107	62
6	14	-0.9*	-34*	-29*
7	103	100	88	72
8	104	91	95	78
9	120	105	99	83
10	100	103	98	103

Other results
No.	Molecule	PC-3	786-0	SF-539	SN12C	U251
11	Cc1cc(N)ccc1Cc1ccc(N)cc1C	80	87	101	84	92
12	O=S1(=O)c2ccccc2N(c2ccccc2)c2nc(COc3ccc(-c4nc5ccccc5s4)cc3)nn21	107	94	111	103	98
13	CC1=NN(C)C(=O)C1C(=O)c1nnn(-c2ccccc2)c1C (stereo unspecified)	99	103	96	102	103
14	O=C1C2=C(NC(=S)NC2c2ccc3c(c2)OCO3)c2ccccc21 (stereo unspecified)	96	108	105	96	98
15	COc1ccc(-c2cc(-c3nnc(SCC(=O)Nc4ccc(/C(C)=N\O)cc4)o3)c3ccccc3n2)cc1	100	95	111	104	101
16	COc1ccc2[nH]c(=O)cc(-n3ncc(/C(C)=N/Nc4ccc(C(=O)O)cc4)c3C)c2c1	105	102	96	95	107
17	CCC(Cc1ccccc1)=C(c1ccc(O)cc1)c1ccc(O)cc1	85	98	103	93	86
18	COc1ccc(-c2nn(-c3cccc(Cl)c3)cc2-c2c(C#N)c(N)nc3c2CCCC3)cc1	28	79	98	76	72
19	Clc1cccc(Cn2cc(CSc3nc4ccccc4s3)nn2)c1	96	98	95	103	97
20	COC(=O)C1CN(Cc2ccccc2)C(=O)C1=O (stereo unspecified)	92	99	100	103	102

No.	DU-145	SF-268	SF-295	UO-31
11	106	79	100	64
12	112	100	100	91
13	99	95	102	85
14	112	92	102	77
15	109	101	105	98
16	109	103	96	77
17	108	100	100	86
18	94	74	·	26
19	104	92	94	88
20	117	102	122	97

The listing continues:
No.	Molecule	PC-3	786-0	SF-539	SN12C	U251
21	c1nc2ccc(-c3cc4ccc5[nH]ncc5c4c4c3CCCC4)cc2[nH]1	63	44	49	76	77
22	O=C(/C=C/c1cc2ccccc2[nH]c1=O)c1ccc2c(c1)OCO2	78	102	88	94	86
23	COc1cc(NCC(=O)Nc2cc(Nc3ccccc3F)ncn2)c(Cl)c(OC)c1Cl	67	97	103	57	78
24	COc1ccc(/C=N/N=C2c3ccccc3-c3ccccc32)cc1O	94	114	98	97	99
25	Fc1cc(F)cc(C(c2c[nH]c3ccccc23)c2c[nH]c3ccccc23)c1	67	98	106	96	101
26	COc1cc(CCCO)c(OC)c2c1OCO2	103	102	99	101	101
27	O=C1c2c(c3c4cccnc4[nH]c3c3ccc4ccccc4c23)C(=O)N1CCN1CCNCC1	67	53	74	77	56
28	CC1=C(/C=C/C(C)=C/C=C/C(C)=C/C(=O)Nc2ccc(O)cc2)C(C)(C)CCC1	52	53	-33*	39	67
29	Cc1cc(Cl)ccc1NCN1C(=O)c2ccccc2C1=O	90	93	98	88	90
30	O=C(CSc1nc2sc3c(c2c(=O)n1-c1ccc(Cl)cc1)CCCC3)N/N=C/C=C/c1ccccc1	-17*	-45*	-35*	15	-76*

No.	DU-145	SF-268	SF-295	UO-31
21	63	71	68	93
22	102	94	100	64
23	83	85	94	77
24	95	93	106	77
25	105	98	79	53
26	103	99	110	88
27	75	78	84	58
28	68	61	4.6*	-5.0*
29	105	92	101	51
30	27	55	12	85

Other entries
No.	Molecule	PC-3	786-0	SF-539	SN12C	U251
31	O=C1OC(c2ccccc2)=C/C1=C/c1ccccc1O	92	105	102	107	91
32	COCCCNCC(=O)Nc1cccc(Cl)c1C	100	94	103	104	103
33	CC(C)C1=CC[C@H]2C(=C1)CC[C@@H]1[C@]2(C)CCC[C@@]1(C)C(=O)O	98	98	96	100	103
34	Fc1ccc(-c2nnc(-c3ccc(Cl)cc3)o2)cc1	93	95	102	104	96
35	Clc1cccc(Cl)c1C(Nc1nc2ccccc2s1)Nc1nc2ccccc2s1	74	110	94	108	95
36	Cc1ccc([N+](=O)[O-])cc1NC(=O)Nc1onc(C)c1C	·	93	98	107	100
37	CCC(O)CC(CC)CO (stereo unspecified)	101	106	99	111	111
38	NC(N)=N/N=C(/c1ccccc1)c1ccc2ccccc2c1	93	110	99	104	99
39	COc1ccccc1NC(=O)N/N=c1\cc(C)c2ccc(O)cc2o1	92	96	100	91	95
40	COC1=C(Nc2ccccc2C)C(=O)C(OC)=C(Nc2ccccc2C)C1=O	92	98	105	95	103

No.	DU-145	SF-268	SF-295	UO-31
31	102	110	100	95
32	109	107	97	89
33	91	95	103	89
34	104	102	87	90
35	131	105	143	75
36	113	109	110	90
37	121	113	109	95
38	120	116	·	77
39	108	105	94	80
40	110	103	117	92

(next part)
No.	Molecule	PC-3	786-0	SF-539	SN12C	U251
41	Cc1ncc(-c2ccc(N)c(NC(=O)N3Cc4cn(C)nc4C3)n2)s1	83	97	102	104	91
42	CCOC(=O)c1sc(/N=C2\NC(=O)/C(=C/c3ccc(N4CCOCC4)cc3)S2)nc1C	104	86	99	96	94
43	CS(=O)/C(C#N)=C\C=C\c1cccc(Cl)c1 (stereo unspecified)	31	19	18	20	17
44	C/C1=C\CC2CCC(C)(O)C(CC(O)/C(C)=C/CC1)C2(C)C (stereo unspecified)	81	97	93	94	87
45	Cc1ccc2nc(-c3c(-c4ccc(F)cc4)nc4ncccn34)[nH]c2c1	79	99	94	103	98
46	COc1cc(C2C3=C(COC3=O)N(CCO)c3cc4c(cc32)OCO4)cc(OC)c1OC (stereo unspecified)	20	9.9*	-52*	17	2.9*
47	COc1ccc(C(O)Cc2ccc(Cl)cc2)cc1 (stereo unspecified)	91	·	101	103	102
48	COc1cccc(/C=C2\SC(=S)NC2=O)c1	104	103	118	99	96
49	Cc1ccc(-c2cc(C(=O)N3N=C(c4ccc(N)cc4)CC3c3cc(-c4ccccc4)nn3-c3ccccc3)c3ccccc3n2)cc1 (stereo unspecified)	76	90	96	91	87
50	CCN1C2CCC1/C(=C\c1ccc(F)cc1)C1=C2[C@@H](c2ccc(F)cc2)C(C#N)=C(N)O1 (stereo partly specified)	97	96	97	115	·

No.	DU-145	SF-268	SF-295	UO-31
41	105	96	105	89
42	106	92	96	76
43	23	17	33	21
44	101	108	85	89
45	103	108	·	88
46	5.4*	41	21	46
47	95	100	111	94
48	115	105	106	76
49	96	78	94	76
50	96	91	89	84

Following part:
No.	Molecule	PC-3	786-0	SF-539	SN12C	U251
51	C#CCN1CCC2(CC1)N(Cc1cn([C@@H]3O[C@H](CO)[C@@H](O)[C@H](O)[C@H]3O)nn1)C(=O)c1ccccc1N2CC#C	82	107	105	98	93
52	CCCCN(C=S)CCCC	92	101	·	97	90
53	O=C(CCCn1c(O)c(/C=C2\C=Nc3ccccc32)sc1=S)N1CCOCC1	·	110	100	95	97
54	O=[N+]([O-])c1ccc(NC(=S)N/N=C/c2cc3ccccc3n3nnnc23)cc1	35	62	9.9*	59	30
55	CCOc1c(F)ccc2c(NC)nc(SCC)nc12	97	101	97	99	98
56	CCN(CC)CC#CCOC(=O)[C@]1(C)CCC[C@@]2(C)[C@H]1CC(C=O)=C1C=C(C(C)C)CC[C@@H]12	45	58	49	78	57
57	COc1nc(=O)n(C2CCCO2)cc1C (stereo unspecified)	95	110	102	95	115
58	O=C(O)C(c1ccccc1)C(O)C1CC=CCC1 (stereo unspecified)	101	122	114	108	105
59	O=C(c1cccc(Br)c1)N1CCN(c2ccnc3cc(Cl)ccc23)CC1	79	72	97	94	78
60	COc1ccc(C(=O)c2cc(OC)c(C)c(OC)c2)cc1OC(=O)CCl	13	42	-8.0*	42	17

No.	DU-145	SF-268	SF-295	UO-31
51	102	104	110	84
52	112	105	99	94
53	105	99	95	74
54	64	38	19	-1.6*
55	109	100	97	80
56	90	76	72	53
57	107	100	96	97
58	105	97	109	86
59	93	91	87	64
60	13	45	18	50

From compound 51 up to 55, as listed above:
No.	Molecule	PC-3	786-0	SF-539	SN12C	U251
51	C#CCN1CCC2(CC1)N(Cc1cn([C@@H]3O[C@H](CO)[C@@H](O)[C@H](O)[C@H]3O)nn1)C(=O)c1ccccc1N2CC#C	82	107	105	98	93
52	CCCCN(C=S)CCCC	92	101	·	97	90
53	O=C(CCCn1c(O)c(/C=C2\C=Nc3ccccc32)sc1=S)N1CCOCC1	·	110	100	95	97
54	O=[N+]([O-])c1ccc(NC(=S)N/N=C/c2cc3ccccc3n3nnnc23)cc1	35	62	9.9*	59	30
55	CCOc1c(F)ccc2c(NC)nc(SCC)nc12	97	101	97	99	98

No.	DU-145	SF-268	SF-295	UO-31
51	102	104	110	84
52	112	105	99	94
53	105	99	95	74
54	64	38	19	-1.6*
55	109	100	97	80

(next part)
No.	Molecule	PC-3	786-0	SF-539	SN12C	U251
61	Cc1cc(O)c([N+](=O)[O-])c(C)c1Cl	93	99	91	101	95
62	COc1cc(NC(=O)c2cccc(-c3cc(=O)c4c(OC)c(OC)c(OC)cc4o3)c2)cc(OC)c1OC	52	32	53	46	45
63	Cc1cc2nnc(Nc3ccccc3)n2c(SCc2ccccc2)n1	95	96	98	84	88
64	COc1ccc(-c2cc(-c3cccs3)n3c(C)nnc3c2C#N)cc1	108	90	95	95	107
65	O=S(=O)(NC1c2ccccc2CC1O)c1ccc(Cl)c(Cl)c1 (stereo unspecified)	95	104	103	102	93
66	CCCOCOCCC	100	110	99	101	105
67	O=C(CSc1nc2ccccc2[nH]1)Nc1ccc(F)cc1	88	94	95	91	96
68	O=c1oc2cc(OS(=O)(=O)C3CC3)ccc2c2c1CCCCCC2	69	93	82	83	79
69	c1cc(-c2nnc(Nc3ccc4c(c3)OCO4)o2)[nH]n1	97	·	109	96	101
70	OC[C@H]1O[C@](O)(CO)[C@@H](O)[C@@H]1O	96	101	108	107	101
71	CS/C(N)=N/N	104	100	103	99	99

No.	DU-145	SF-268	SF-295	UO-31
61	112	112	113	88
62	54	67	45	21
63	105	92	93	65
64	104	107	·	100
65	106	90	94	72
66	121	105	100	95
67	98	89	100	75
68	91	94	75	83
69	111	105	87	84
70	113	109	102	111
71	124	109	118	85

Compound activity (PubChem)
